Screening data from PubChem.
KDM4E inh – JMJD2E (human) inhibition; JMJD2E catalytic domain, FDH-coupled NADH fluorescence (FDH is formaldehyde dehydrogenase); 1.6% of 230,000 active; B2RXH2; Potency, µM (doses to about 57.1 µM), without a hit: at the top dose activity change, negative = inhibition, usual class: inhibitors; active = well fitted inhibition curve with a large enough effect, not every such curve was filed as active; inconclusive = small, poorly fitted or top-dose-only effect, or another doubt; inactive = no such curve, though single readings can be large or run the other way;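 also: 0% = wells with enzyme and -100% = buffer wells without enzyme; nearly all actives have a fitted effect of over 50% in size; many of its hits are not listed in these tables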
L3MBTL1 inh – L3MBTL1 (human) inhibition | AlphaScreen L3MBTL1–H3K9me1 peptide binding | Potency, µM (titrated, usually from 57.1 µM), for the others: at the top dose activity, negative = inhibition, hits mostly inhibitors | 0.66% of 230,000 active | AID 485360; also: nearly all actives have a fitted effect of over 60% in size
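Displacement of a biotinylated histone H3(1-15) peptide monomethylated at Lys9 (75 nM) from L3MBTL1 (50 nM) was measured by AlphaScreen after a 30 min room-temperature compound incubation; cefsulodin titration served as intraplate control.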
TR SRC2 fluor cs – Texas Red fluorescence interference in TRb-SRC2 counter-screen. TRb/SRC2 Texas Red total fluorescence interference. Potency, µM (highest dose often 106 µM), inactives show top-dose fluorescence change, negative = quenching. 0.29% of 280,000 active; active = well fitted curve in either direction with a large enough effect; inconclusive = small, poorly fitted or top-dose-only effect
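Human TRb ligand-binding domain at 0.6 uM with 20 nM Texas Red SRC2 peptide in Tris buffer containing 1 uM T3 and 5% DMSO, incubated with compound 5 h at ambient temperature. Total fluorescence (555/632 nm) calculated as parallel + 2 × perpendicular.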
Tau fibril FP – inhibitors of human tau fibril formation; 0.39% of 280,000 active; Potency, µM (highest dose often 57.7 µM), for the others: at the top dose activity, negative = inhibition, hits mostly inhibitors; K18 P301L tau heparin fibrillization, Alexa594 FP, 6 h; AID 1468; P10636; also: nearly all actives have a fitted effect of over 55% in size
Target sequence (P10636 561-689 P618L limits assumed): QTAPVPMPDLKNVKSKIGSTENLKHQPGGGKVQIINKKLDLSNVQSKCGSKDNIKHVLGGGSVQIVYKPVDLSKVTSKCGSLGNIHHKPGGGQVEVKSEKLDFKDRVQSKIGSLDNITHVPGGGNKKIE
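Quantitative HTS format: compounds meet 15 uM recombinant K18 P301L tau and Alexa 594-tau tracer in 100 mM sodium acetate pH 7; 20 uM heparin triggers fibrillization at 37 C over 6 hr; FP gives the signal.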
GoLoco inh red – inhibitors of human Gai1-RGS12 GoLoco interaction (red fluorophore). Gai1:RGS12 GoLoco peptide FP, rhodamine, 10 min. Potency, µM (top dose mostly 61.6 µM), for the others: at the highest dose activity, negative = inhibition, usual class: inhibitors. 0.44% of 230,000 active; active = well fitted inhibition curve with a large enough effect, not every such curve was filed as active; inactive = no such curve, though single readings can be large or run the other way; also: nearly all actives have a fitted effect of over 30% in size; many of its hits are not listed in these tables
Target sequence (P63096 whole entry, looked up): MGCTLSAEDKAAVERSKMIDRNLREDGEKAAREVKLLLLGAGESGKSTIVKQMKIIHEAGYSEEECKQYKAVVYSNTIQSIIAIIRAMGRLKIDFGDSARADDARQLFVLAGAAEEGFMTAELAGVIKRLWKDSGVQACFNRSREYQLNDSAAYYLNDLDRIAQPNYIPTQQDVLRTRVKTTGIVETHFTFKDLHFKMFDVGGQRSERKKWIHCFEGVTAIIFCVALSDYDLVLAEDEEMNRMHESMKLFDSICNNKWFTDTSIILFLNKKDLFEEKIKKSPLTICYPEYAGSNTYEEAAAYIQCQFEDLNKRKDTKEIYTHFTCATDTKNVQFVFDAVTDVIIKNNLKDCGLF
TRb-SRC2 inh – TRbeta-SRC2 interaction inhibition; P10828; Potency, µM (series often up to 106 µM), inactives show at the top dose activity change, negative = inhibition, actives largely listed as inhibitors; TRbeta-SRC2 peptide binding, fluorescence polarization; receptor liganded with 1 µM T3; 0.065% of 280,000 active;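 also: plate controls were bound peptide for no effect and peptide without receptor for full effect; nearly all actives have a fitted effect of over 50% in size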
Target sequence (P10828 whole entry, looked up): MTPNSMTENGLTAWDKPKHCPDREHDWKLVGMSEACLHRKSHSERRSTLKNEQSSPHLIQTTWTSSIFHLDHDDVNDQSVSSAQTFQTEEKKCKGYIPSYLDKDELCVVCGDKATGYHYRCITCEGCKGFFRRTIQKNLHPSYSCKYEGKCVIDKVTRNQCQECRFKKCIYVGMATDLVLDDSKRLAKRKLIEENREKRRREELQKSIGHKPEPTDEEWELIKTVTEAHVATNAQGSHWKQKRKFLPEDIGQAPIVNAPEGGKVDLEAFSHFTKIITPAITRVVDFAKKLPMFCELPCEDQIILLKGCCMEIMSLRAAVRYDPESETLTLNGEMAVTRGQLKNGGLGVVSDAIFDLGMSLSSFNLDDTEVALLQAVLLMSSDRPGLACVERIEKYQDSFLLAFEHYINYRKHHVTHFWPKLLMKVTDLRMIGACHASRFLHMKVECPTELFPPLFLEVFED
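Fluorescence polarization of 20 nM Texas Red SRC2 peptide with 0.6 uM human TRb ligand-binding domain, in Tris buffer with 1uM T3 and 5% DMSO. Incubated 5 hr ambient; normalized to unbound and bound controls.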
RECQ1 helicase – RECQ1 (human) helicase inhibition. 0.54% of 240,000 active. Potency, µM (titrated, usually from 57.3 µM), inactives show at the top dose activity, negative = inhibition, usual class: inhibitors. P46063. RECQ1 DNA unwinding, red fluorescence kinetic read;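 also: plate controls were vehicle for no effect and no enzyme for full effect; nearly all actives have a fitted effect of over 30% in size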
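RECQ1T1 50 nM; forked duplex (20 bp + 30-nt ss tails) 200 nM, ATP 2 mM final; pH 8.0, 2 mM MgCl2, 2.5 ug/ml poly(dI-dC); 15 min compound preincubation; discontinuous kinetic read over 2 h at RT.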
Tau ThT inhib – tau fibrillization inhibition (ThT binding); Potency, µM (top dose mostly 57.4 µM), for the others: top-dose activity, negative = inhibition, most hits filed as inhibitors; P10636; recombinant tau K18 P301L (four-repeat tau fragment), heparin-induced fibrillization, ThT fluorescence; 2.1% of 270,000 active; also: nearly all actives have a fitted effect of over 55% in size
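In this qHTS, human K18 P301L tau is incubated with compound and heparin for 6 hr at 37 C, and Thioflavin T fluorescence then reports fibril load.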
The depositor's hits bear a star; i = inactive; ? = inconclusive; . = no result given; & = joins results of further samples; [ ] = remark or other dose. Unless noted, calls follow the shape of the dose curve; as a rule, active = well fitted curve in the direction sought with a large enough effect; inconclusive = small, poorly fitted or top-dose-only effect, or another doubt; inactive = no such curve, though single readings can be large; an effect the other way counts as inactive or inconclusive. Unless noted, % is scaled to controls: 0 for no effect and ±100 for the full control effect; potency is read from the fitted curve at half-maximal effect. This is a subset; rates above refer to the full screens.

Keys: A = KDM4E inh; B = L3MBTL1 inh; C = TR SRC2 fluor cs; D = Tau fibril FP; E = GoLoco inh red; F = TRb-SRC2 inh; G = RECQ1 helicase; H = Tau ThT inhib
Cc1nc(-c2ccccc2)nc2[nH]c(C(C)C)cc(=O)c12
  A: -4.7%; B: 4.8%; C: -1.4%; D: -1.5%; E: -1.8%; F: -4.3%; G: -0.6%; H: -20.0%
Cc1c(C(=O)N2CCCC2)oc2c1-c1nn(CC(=O)NCCCOC(C)C)cc1CC2
  A: .; B: .; C: -0.5%; D: -2.5%; E: .; F: -2.9%; G: .; H: -6.5%
CCOc1ccc(C(=O)NCC(=O)Nc2ccc(N3CCOCC3)cc2)cc1OCC
  A: 4.2%; B: ?; C: 2.0%; D: 4.5%; E: 5.7%; F: 6.7%; G: -4.7%; H: -20.6%
CCCCN(CC)C(=O)c1c[nH]c2ccc(S(=O)(=O)Nc3cccc(OC)c3)cc2c1=O
  A: .; B: .; C: -0.3%; D: -13.6%; E: .; F: 3.1%; G: .; H: -4.5%
Cc1ccc(CNC(=O)Cn2cncn2)cc1
  A: -1.8%; B: 4.0%; C: -0.5%; D: 1.7%; E: 1.8%; F: -5.0%; G: -2.0%; H: 0.1%
CCSCc1nnc(SCC(=O)Nc2cccc(SC)c2)n1C
  A: -0.5%; B: -4.4%; C: -2.9%; D: 0.4%; E: -5.8%; F: -0.5%; G: -2.0%; H: -3.0%
Nc1nccc(/C=C/c2c(F)cccc2Cl)n1
  A: ?; B: ?; C: -0.8%; D: 2.6%; E: 5.6%; F: 0.3%; G: i; H: -9.0%
Cc1cc(NC(=O)CN2C(=O)NC3(CCC(C)CC3)C2=O)no1 (centres undefined)
  A: 1.1%; B: -0.3%; C: -14.5%; D: -8.0%; E: -11.7%; F: 0.0%; G: -2.1%; H: -3.3%
CCCS(=O)(=O)Nc1cc2c(cc1NCc1ccccc1)n(C)c(=O)n2C
  A: .; B: .; C: -2.3%; D: -19.8%; E: .; F: -2.8%; G: .; H: ?
COc1ccc(C(=O)Cc2nnc(C)s2)c(OC)c1
  A: 0.3%; B: -1.7%; C: 2.3%; D: -6.3%; E: 0.7%; F: -1.5%; G: 6.5%; H: ?

Another view of some results above.
Under each structure – KDM4E inh | L3MBTL1 inh | TR SRC2 fluor cs | Tau fibril FP | GoLoco inh red | TRb-SRC2 inh | RECQ1 helicase | Tau ThT inhib
> CCSCc1nnc(SCC(=O)Nc2cccc(SC)c2)n1C
→ -0.5% | -4.4% | -2.9% | 0.4% | -5.8% | -0.5% | -2.0% | -3.0%
> Nc1nccc(/C=C/c2c(F)cccc2Cl)n1
→ ? | ? | -0.8% | 2.6% | 5.6% | 0.3% | i | -9.0%
> CCOc1ccc(C(=O)NCC(=O)Nc2ccc(N3CCOCC3)cc2)cc1OCC
→ 4.2% | ? | 2.0% | 4.5% | 5.7% | 6.7% | -4.7% | -20.6%
> Cc1cc(NC(=O)CN2C(=O)NC3(CCC(C)CC3)C2=O)no1 (centres undefined)
→ 1.1% | -0.3% | -14.5% | -8.0% | -11.7% | 0.0% | -2.1% | -3.3%

Carrying on.
Keys: A = KDM4E inh; B = L3MBTL1 inh; C = TR SRC2 fluor cs; D = Tau fibril FP; E = GoLoco inh red; F = TRb-SRC2 inh; G = RECQ1 helicase; H = Tau ThT inhib
Cc1nn(-c2ccccc2)c2c1cc1c(=O)[nH]c(=O)nc-1n2-c1cccc(Cl)c1
  A: .; B: .; C: -0.8%; D: -7.8%; E: .; F: -1.8%; G: .; H: -5.4%
O=C(N1CCCC1)C12CC3CC(C1)CC(C(=O)N1CCCC1)(C3)C2
  A: -4.5%; B: -6.2%; C: -2.1%; D: 10.3%; E: -8.9%; F: 1.0%; G: -8.0%; H: 3.9%
COc1ccc(C2c3ccsc3CCN2C(C)=O)cc1 (centres undefined)
  A: -6.3%; B: 2.3%; C: 0.9%; D: -5.3%; E: 1.7%; F: 4.2%; G: -4.0%; H: -4.7%
S=c1[nH]nc(CSc2nc3ccccc3s2)n1Cc1ccccc1
  A: -9.2%; B: .; C: -3.3%; D: 0.8%; E: 4.1%; F: -3.0%; G: i; H: -15.7%
COc1cc(/C=C2\C(C)=C(C#N)c3nc(N)c(C#N)c(C)c32)ccc1OCC(=O)O
  A: ?; B: ?; C: ?; D: ?; E: 88.9%[activator]; F: 10.9%; G: ?; H: 14.1µM*
Cc1c(/C(O)=C2/C(=O)C(=O)N(CCN3CCOCC3)C2c2ccccn2)cnn1-c1ccccc1 (centres undefined)
  A: ?; B: -13.9%; C: 0.0%; D: -9.4%; E: 14.0%; F: 5.4%; G: i; H: ?
COc1ccc(-c2nnc(NC(=O)C(C)C)o2)cc1
  A: -6.8%; B: .; C: 3.0%; D: 2.5%; E: 11.2%; F: 4.0%; G: -9.1%; H: -8.7%
O=C(N/C(=C/c1ccc(Cl)cc1)C(=O)N1CCCC1)c1ccccc1
  A: 5.7%; B: .; C: 0.9%; D: -4.3%; E: -2.1%; F: 5.2%; G: i; H: -3.4%
O=C(CSc1nnc(Cc2cccs2)n1C1CCCCC1)N1CCCc2ccccc21
  A: 3.4%; B: .; C: 1.8%; D: -0.8%; E: 11.5%; F: -27.7%; G: 11.5%; H: -7.6%
N#CC1=C(N)N(c2ccc(Oc3ccccc3)cc2)C(=O)C1
  A: -1.0%; B: -5.4%; C: -0.5%; D: -1.3%; E: 13.8%; F: -6.9%; G: -2.5%; H: ?
CC1(C)CC(=O)c2cnc(N3CCN(c4ccccc4)CC3)nc2C1
  A: 5.8%; B: 0.8%; C: -2.3%; D: 10.3%; E: -9.2%; F: -0.6%; G: 5.9%; H: -19.8%
Cc1ccc(CNC(=O)Nc2ccc3c(c2)N(C)C(=O)CS3)cc1
  A: -1.5%; B: .; C: -0.4%; D: 6.3%; E: 9.5%; F: 4.6%; G: -2.7%; H: -1.7%
Cc1c(-c2ccccc2)cn2c1-c1ccc(C)n1CC2
  A: ?; B: -3.2%; C: 3.9%; D: 1.6%; E: 195.8%[activator]; F: -4.4%; G: i; H: ?
CCN1CNC(=S)N(c2ccccc2OC)C1
  A: -1.7%; B: -8.9%; C: 5.8%; D: -1.8%; E: -14.7%; F: -0.5%; G: -7.2%; H: 11.3%
CCOc1ccc(N2C(=O)CSC23CCCCC3)cc1
  A: -5.8%; B: -4.1%; C: 0.7%; D: 15.3%; E: .; F: -22.0%; G: i; H: -1.8%
COCCCNC(=O)CSC1=Nc2ccccc2C2=NC(CCC(=O)NCc3ccccc3OC)C(=O)N12 (centres undefined)
  A: .; B: .; C: 3.1%; D: 1.0%; E: .; F: 3.6%; G: .; H: 10.0%
CC(C)(C)S(=O)c1cccs1 (centres undefined)
  A: 10.0%; B: .; C: -0.5%; D: -3.6%; E: 18.5%; F: 1.3%; G: i; H: 0.2%
CCC(=O)NCCNc1ccc([N+](=O)[O-])cn1
  A: 6.1%; B: 9.7%; C: -6.5%; D: 2.3%; E: 4.6%; F: 0.2%; G: -3.6%; H: -1.6%
O=C(O)COc1ccccc1/C=N/NC(=O)CSc1nc2ccccc2n1Cc1ccccc1Cl
  A: -0.7%; B: -11.2%; C: 1.8%; D: -0.1%; E: 11.4%; F: 0.7%; G: i; H: -14.5%
CCOC(=O)c1c(NC(=O)CSc2nc(-c3ccccc3)cc(C(F)(F)F)n2)sc(C)c1C
  A: .; B: .; C: -14.1%; D: -8.9%; E: .; F: 3.1%; G: .; H: ?
Cc1onc(-c2ccccc2)c1C(=O)n1nnc2ccccc21
  A: -2.6%; B: -3.3%[11.4 µM]; C: -2.3%; D: 7.5%; E: -11.8%; F: -3.8%; G: 3.3%; H: ?
CCN1/C(=C/c2ccc3ccc(C)cc3[n+]2CC)Sc2ccccc21
  A: -7.0%; B: -3.5%; C: -0.9%; D: -1.2%; E: 0.708µM*; F: 1.5%; G: -27.7%; H: -14.4%
C=C1CCC2C(C)(C)[C@H](O)CC[C@@]2(C)[C@@H]1COc1cc(=O)oc2ccccc12 (some centres undefined)
  A: -21.9%; B: -2.8%; C: -2.1%; D: -4.3%; E: 10.1%; F: 0.5%; G: -1.3%; H: ?
Brc1cc2c(cc1/C=N/Nc1nc3ccccc3s1)OCO2
  A: 3.4%; B: 0.4%; C: -2.0%; D: 5.5%; E: -0.8%; F: -0.6%; G: i; H: ?
COc1ccc(C(=O)C(OC(=O)c2ccccc2)c2ccccc2)cc1 (centres undefined)
  A: 4.2%; B: 9.3%; C: -1.5%; D: -7.2%; E: 5.8%; F: 1.2%; G: -6.6%; H: -4.7%
COc1ccc(NC(=O)CSc2nnc(N)s2)cc1
  A: 5.4%; B: 0.3%; C: -0.7%&-2.9%; D: 2.1%&-12.9%; E: 0.9%; F: -4.2%&-3.5%; G: i; H: 1.4%&-7.2%
CCc1ccc(NC(=O)CSc2nc3ncccc3[nH]2)cc1
  A: .; B: .; C: 7.1%; D: 3.3%; E: .; F: -3.0%; G: .; H: -5.5%
COc1cc(OC)cc(-c2cc3nc(C)c(CCC(=O)Nc4ccc(C(C)=O)cc4)c(C)n3n2)c1
  A: .; B: .; C: 0.2%; D: -10.6%; E: .; F: 1.8%; G: .; H: ?
CCOC(=O)CC(=O)Nc1nnc(C(C)C)s1
  A: 2.8%; B: 10.9%; C: 2.1%; D: 3.2%; E: -15.8%; F: -13.6%; G: i; H: -1.0%
Cc1ccccc1N1C(=O)C2ON(c3ccccc3)C(c3cccnc3)C2C1=O (centres undefined)
  A: 4.8%; B: -3.2%; C: 4.0%; D: -5.5%; E: 13.2%; F: 2.2%; G: -12.1%; H: 1.3%
CCC(c1nnc(SCC(=O)NCCc2ccc(Cl)cc2Cl)o1)N(C)C (centres undefined)
  A: -1.0%; B: 2.4%; C: -4.2%; D: 7.3%; E: -11.4%; F: -0.9%; G: -3.2%; H: -0.3%
O=C(CCC1N=C2c3ccccc3N=C(SCC(=O)Nc3ccccc3F)N2C1=O)NCc1ccccc1 (centres undefined)
  A: .; B: .; C: 1.3%; D: -8.5%; E: .; F: -5.4%; G: .; H: -3.8%
CCOc1ccc(OCC)c(NC(=O)CSc2nnnn2CC)c1
  A: -2.1%; B: 7.0%; C: -3.4%; D: 0.2%; E: 2.9%; F: 2.2%; G: -2.9%; H: -5.3%
CCOCCCNC(=S)N(Cc1ccccc1)Cc1nc2ccccc2c(=O)[nH]1
  A: 0.0%; B: -8.4%; C: -1.7%; D: -11.2%; E: -3.4%; F: 4.5%; G: 6.2%; H: 6.0%
